NSD2 inh – NSD2 histone methyltransferase inhibitors, primary screen, biochemical, AlphaScreen, single concentration, set 2; NSD2 peptide methylation, 120 min; AID 743445, 2014; hit rate 0.54% among 310,000; Histone-lysine N-methyltransferase NSD2 (Homo sapiens), O96028; inhibition, % at 12.5 µM; in the data active = inhibition above about 50%
PKA-R2B act – activators of PKA-R2B holoenzyme, primary screen, biochemical, fluorescence polarization, Cy5-IP20, human; activation, % at 11.4 µM; cAMP-dependent protein kinase catalytic subunit beta (Homo sapiens) + cAMP-dependent …; PKA-R2B holoenzyme dissociation; R2B truncated from residue 108, S112A mutant; 0% DMSO only, 100% 113 µM cGMP; hit rate 0.079% among 340,000; AID 504700, 2011;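 active = activation above a cutoff set at the mean over all compounds plus 3 SD, cut at about 18% in these data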;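 also: higher means more holoenzyme dissociation and a rise in polarization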
PKA-R1A activ – activators of PKA-R1A holoenzyme, primary screen, biochemical, fluorescence polarization, Cy5-IP20, bovine R1A, mouse PKAc; cAMP-dependent protein kinase type I-alpha regulatory subunit (Bos taurus) + …; PKA-R1A dissociation; scaled: DMSO 0%, 113 µM cGMP 100%; activation, % at 11.4 µM; hit rate 0.083% among 340,000; AID 504707, 2011;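 active = percent activation above the mean of all tested compounds plus 3 SD, cut at about 19% in these data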;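 also: higher means more PKAc released from R1A so a rise in polarization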
SR-BI uptake up – activators of SR-BI mediated DiI-HDL uptake, primary screen, ldlA[mSR-BI] CHO cells, DiI fluorescence | activation, % at 12.5 µM | hit rate 0.096% among 320,000 | 3 h; 100 = double the neutral-control signal;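 active = mean replicate activation of at least 60% and every replicate at or above 60%; inconclusive = mean or all-replicate condition met, but not both; inactive = mean below 60% and not all replicates reaching 60%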;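 also: 0% = median plate neutral-control signal and 100% = twice that signal; values of inactives mirror those of a sister screen read the other way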
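Test system: SR-BI-overexpressing, LDLR-lacking CHO cells. Measured by: DiI fluorescence, bottom read. Medium: Ham's F12 with 0.5% BSA, HEPES 25 mM, pH 7.4. Timing: 3 h uptake period with compound, 37 °C.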
MITF act – activators of MITF-driven TRPM1 promoter reporter, primary screen, cell-based, SK-MEL-5, luciferase, single point; hit rate 0.75% among 300,000; AID 588334, 2011; SK-MEL-5 TRPM1-promoter luciferase, 24 h; % of positive control, neutral wells = 0; activation, % at 12.5 µM;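 active = mean activation of at least 80% with every replicate also reaching 80%; inconclusive = mean reaches 80% but some replicate falls short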;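 also: 0% = neutral control wells and 100% = parthenolide positive control wells; values of inactives mirror those of a sister screen read the other way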
CDK5 inh – inhibitors of human CDK5/p35 kinase, primary screen, biochemical, single concentration; Cyclin-dependent kinase 5 (Homo sapiens) + Cyclin-dependent kinase 5 activator 1 (Homo …; Recombinant CDK5/p35, ADP-Glo luminescence, 60 min; inhibition, % at 10 µM; hit rate 0.01% among 330,000;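 active = highest replicate inhibition of at least 50% and at least 75% of replicates reaching 50%; inconclusive = only one of the two criteria met; inactive = both criteria failed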;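 also: plate controls were DMSO neutral control for no effect and GW8510 at 10 µM for full effect; many of its hits are not listed in these tables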
Arrestin-AP2 inh – inhibitors of beta-arrestin/AP2 binding, primary screen, biochemical, GPCR trafficking, flow cytometry | hit rate 0.31% among 340,000 | FITC-arrestin peptide / GST-AP2 beads; AP2 beta2 appendage carries R879A mutation | inhibition, % at 10 µM | AID 504490, 2011;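 active = inhibition above a set limit, near 3 SD of compounds lacking own fluorescence, cut at about 54% in these data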;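 also: plate controls were DMSO wells for no effect and 5 µM unlabelled arrestin peptide for full effect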
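Material – AP2 appendage R879A on GSH beads · Buffer or medium – PBS with 0.05% Tween 20 and 0.1% BSA · Probe or stimulus – fluorescein-tagged arrestin peptide at 50 nM final · Incubation – compound with beads 12 min RT, then probe 1 h RT · Detection – high-throughput flow cytometry of beads, ex 488, em 535 nm · Evaluation – percent response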
dFosB act – activators of delta FosB homodimer, primary screen, biochemical, fluorescence polarization, TAMRA-CDK5 oligo, single point | activation, % at 25 µM | AID 493131, 2011 | Protein FosB (Mus musculus), P13346 | hit rate 0.99% among 340,000 | purified delta FosB; percent of positive-control signal above neutral wells;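 active = mean activation above about 17%, with every replicate also reaching it, limit read from the data, passing the limit was not always enough; inconclusive = only one of the two conditions met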;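 also: fluorescence polarization rise as delta FosB binds a TAMRA Cdk5 AP-1 oligo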
DSG3 Ab inh – inhibitors of pemphigus antibody binding to DSG3, primary screen, biochemical, bead-based, flow cytometry, scFv-GFP. Desmoglein-3 (Homo sapiens), P32926. DSG3-coupled beads, scFv-anti-DSG3-GFP binding; stronger effect = lower value. binding (percent of control), % at 10 µM. hit rate 0.48% among 310,000;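 active = binding more than 3 SD below its plate's average and above zero; inconclusive = below that plate limit but binding exactly zero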; also: some compounds called inactive have numbers as strong as hits
Target sequence (P32926 whole entry, looked up): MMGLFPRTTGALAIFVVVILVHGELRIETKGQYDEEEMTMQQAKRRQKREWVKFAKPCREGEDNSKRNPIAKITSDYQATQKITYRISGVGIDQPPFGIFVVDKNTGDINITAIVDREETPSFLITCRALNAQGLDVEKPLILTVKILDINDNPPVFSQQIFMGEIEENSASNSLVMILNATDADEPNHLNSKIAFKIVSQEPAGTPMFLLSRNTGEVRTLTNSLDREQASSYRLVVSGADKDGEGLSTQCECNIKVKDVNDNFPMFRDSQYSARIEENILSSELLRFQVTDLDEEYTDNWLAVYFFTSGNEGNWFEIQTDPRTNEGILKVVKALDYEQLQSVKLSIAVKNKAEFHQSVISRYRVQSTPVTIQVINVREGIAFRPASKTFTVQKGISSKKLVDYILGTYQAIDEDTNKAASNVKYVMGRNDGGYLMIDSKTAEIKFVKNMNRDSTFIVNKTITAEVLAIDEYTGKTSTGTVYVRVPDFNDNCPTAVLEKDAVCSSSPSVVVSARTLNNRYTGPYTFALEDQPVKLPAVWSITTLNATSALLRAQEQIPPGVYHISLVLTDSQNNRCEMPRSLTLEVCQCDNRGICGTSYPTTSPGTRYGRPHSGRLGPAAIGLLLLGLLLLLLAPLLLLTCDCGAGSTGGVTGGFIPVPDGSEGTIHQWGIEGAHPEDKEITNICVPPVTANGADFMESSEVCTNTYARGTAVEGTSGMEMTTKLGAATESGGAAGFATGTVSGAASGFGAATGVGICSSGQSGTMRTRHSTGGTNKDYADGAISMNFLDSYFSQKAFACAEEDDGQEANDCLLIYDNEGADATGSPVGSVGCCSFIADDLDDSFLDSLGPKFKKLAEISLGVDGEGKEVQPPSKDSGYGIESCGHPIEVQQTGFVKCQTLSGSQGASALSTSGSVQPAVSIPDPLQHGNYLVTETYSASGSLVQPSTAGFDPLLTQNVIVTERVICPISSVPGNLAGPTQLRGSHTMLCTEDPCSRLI
SUMO Mot1 rescue – yeast Mot1-301 growth rescue at high temperature, primary screen, SUMOylation pathway inhibitor project, S. cerevisiae, ATP luminescence, 38.5C; S. cerevisiae Mot1-301 growth rescue; percent above DMSO median, 100 means doubled; growth rescue, % at 18.8 µM; hit rate 1% among 320,000; AID 2716, 2010;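 active = every valid replicate shows activation above 250% relative to neutral control wells; inactive = the rest, any valid replicate at or below 250%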;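 also: OY570 slx delta 5 strain wells were the positive control but not used for scaling; some compounds called inactive have numbers as strong as hits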
SR-BI DiI inh – inhibitors of SR-BI mediated HDL lipid uptake, primary screen, ldlA[mSR-BI] cells, fluorescence, single point. Scavenger receptor class B member 1 (Mus musculus), Q61009. ldlA[mSR-BI] CHO cells, DiI-HDL uptake fluorescence, 3 h. inhibition, % at 12.5 µM. hit rate 0.96% among 320,000;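 active = mean replicate inhibition of at least 70% and a set share of replicates each scoring 70 or more; inconclusive = meets just one of the two criteria; inactive = fails both criteria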;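 also: 0% = median of neutral control wells and 100% = median of positive control wells; values of inactives mirror those of a sister screen read the other way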
An asterisk follows results filed as active; i = inactive; ? = inconclusive; . = not tested or not shown.

| SMILES | NSD2 inh | PKA-R2B act | PKA-R1A activ | SR-BI uptake up | MITF act | CDK5 inh | Arrestin-AP2 inh | dFosB act | DSG3 Ab inh | SUMO Mot1 rescue | SR-BI DiI inh |
| --- | --- | --- | --- | --- | --- | --- | --- | --- | --- | --- | --- |
| Cc1cc(=O)n2[nH]c(-c3ccc(C(C)(C)C)cc3)cc2n1 | -3 | -3 | -12 | 3 | 18 | -1.0 | 8 | -1 | 104 | -6 | -3 |
| COc1cc(C2NC(=O)CS2)cc(OC)c1OC (configuration not stated) | -2 | -9 | 3 | -16 | 2 | -0.6 | 2 | 5 | . | -1 | 16 |
| CCN1C(=O)[C@@H]2[C@@H](c3ccc(-c4ccc(Cl)c(Cl)c4)c(OC)c3)N3CCC[C@@]3(C(=O)OC)[C@@H]2C1=O | . | -11 | 7 | -19 | -3 | -1.7 | . | -18 | 101 | 11 | 19 |
| Cc1ccc(-c2c(C(=O)N/N=C/c3ccoc3)nnn2-c2nonc2N)cc1 | -1 | 0 | -7 | . | -4 | 1.2 | 2 | -3 | 105 | 14 | 9 |
| COC(=O)c1cn(CC(=O)NCc2cccs2)c2ccccc12 | -3 | -11 | -1 | 11 | 81* | -1.1 | -4 | ? | 104 | -20 | -11 |
| Cc1cc(C(F)(F)F)nc(SCC(=O)Nc2c(C)n(C)n(-c3ccccc3)c2=O)n1 | -1 | 10 | -7 | -11 | -3 | 0.4 | 23 | -9 | 108 | 6 | 11 |
| CCN(CC(=O)Nc1ccc2c(c1)OCCO2)S(=O)(=O)c1ccc(C)cc1 | 0 | -7 | -4 | 14 | 4 | 0.0 | 18 | -9 | 105 | 3 | -14 |
| CCn1c(=O)c2cc(C(=O)Nc3cc(C)on3)sc2c2ccccc21 | . | 3 | -3 | -15 | 10 | 2.4 | 5 | -5 | 104 | 10 | 15 |
| Cc1[nH]nc2c1/C(=N/O)CC(c1ccccc1)C2 (configuration not stated) | -4 | -10 | -11 | 10 | . | 1.3 | 4 | -1 | 100 | -22 | -10 |
| Cc1cc(C)c(S(=O)(=O)N2CCN(CCO)CC2)c(C)c1 | . | -4 | -2 | -6 | 6 | 0.5 | -9 | -2 | 111 | -2 | 6 |
| CC(C)(C)C(=O)CN1CCN(S(=O)(=O)c2ccc(F)cc2)CC1 | 1 | -5 | -1 | 7 | -14 | 0.1 | 2 | -4 | 97 | 4 | -7 |
| CC(C)(C)c1ccc(S(=O)(=O)N2CCN(CC(=O)NC(=O)NC3CCCCC3)CC2)cc1 | 33 | -8 | 2 | 2 | -1 | -1.1 | 9 | -17 | 109 | 7 | -2 |
| O=C(Cn1nc(-c2ccc(N3CCOCC3)c([N+](=O)[O-])c2)c2ccccc2c1=O)N1CCCCC1 | 8 | 1 | -7 | 10 | . | 1.8 | 23 | -2 | 115 | 149 | -10 |
| O=C(CN1C(=O)NC(Cc2ccccc2)C1=O)Nc1ccc(F)c(F)c1F (configuration not stated) | . | 10 | 3 | -1 | 6 | 0.2 | 13 | -2 | 99 | -11 | 1 |
| COc1ccccc1C1C2CCCCC2(O)CCN1CC(=O)Nc1ccccc1 (configuration not stated) | 1 | -8 | -6 | 9 | 10 | 1.5 | -7 | 2 | 99 | -10 | -9 |
| CN(c1ccccc1)P(=O)(N(C)c1ccccc1)N(C)c1ccccc1 | -1 | 7 | -5 | 0 | 9 | -3.5 | 0 | -3 | 106 | 6 | 0 |
| Cn1c(=O)[nH]c(=O)c2c1nc(SCCN1CCOCC1)n2Cc1ccccc1 | -2 | -9 | 5 | . | 0 | 0.1 | -10 | -5 | 100 | -11 | . |
| CC1(C)C2CCC1(CS(=O)(=O)N1CCC(C(=O)O)CC1)C(=O)C2 (configuration not stated) | -2 | -5 | -22 | 1 | -2 | -2.0 | -6 | -8 | 88 | 40 | -1 |
| Cc1nc2scc(C)n2c(=O)c1S(=O)(=O)Nc1ccc(OC(F)(F)F)cc1 | -1 | -9 | -7 | -3 | -6 | . | -5 | -14 | 105 | -8 | 3 |
| Cn1c(=O)c2c(ncn2CC(=O)Nc2nnc(Cc3ccccc3)s2)n(C)c1=O | -2 | -2 | -2 | . | -4 | 0.0 | 26 | -2 | 92 | 839 | . |
| C=CC[C@@H](CC(=O)N[C@H](CO)Cc1ccccc1)C(=O)NCCOC(=O)[C@@H](CC=C)Cc1ccc(F)cc1 | . | 0 | -7 | -20 | 1 | -0.1 | 3 | -7 | 106 | -21 | 20 |
| COc1ccc2nc(NC(=O)C3CSC4(C)CCC(=O)N34)sc2c1 (configuration not stated) | 2 | -17 | -10 | -37 | 19 | 0.0 | -11 | -6 | 93 | -4 | 37 |
| CCOC(=O)c1nnsc1C(OC)Oc1ccccc1 (configuration not stated) | 37 | -7 | 4 | -7 | 9 | 0.2 | 17 | 1 | 132 | . | 7 |
| O=C(Nc1nnc(-c2ccco2)o1)c1cccc(Cl)c1 | -2 | 6 | 2 | 14 | -1 | 0.7 | 11 | 2 | 114 | 32 | -14 |
| COc1ccc(OC)c(CCNC(=O)CS(=O)(=O)Cc2nc(-c3ccccc3C)oc2C)c1 | 18 | 10 | 3 | -23 | . | 0.1 | 34 | -6 | 100 | -13 | 23 |
| O=C(CCCOc1ccc(Cl)cc1Cl)Nc1ccccn1 | 1 | 2 | -8 | 17 | 28 | -1.6 | -15 | 2 | 98 | 221 | -17 |
| CC1CCN(C(=S)Nc2cccc(S(=O)(=O)N(C)C)c2)CC1 | -1 | 0 | -4 | 10 | 7 | 0.2 | -6 | -2 | 99 | 0 | -10 |
| CCN1CCN(C(=O)c2ccc3c(Cl)c4c(nc3c2)CCCC4)CC1 | 8 | -1 | -2 | 13 | 0 | 0.8 | 6 | -12 | . | 10 | -13 |
| COc1ccc(-c2nc(CSCC(=O)NCCC3=CCCCC3)c(C)o2)cc1OC | 1 | 0 | 1 | -39 | . | 1.2 | 4 | -7 | 101 | 36 | 39 |
| CCOC(=O)c1c(-c2ccccc2)nc2cc(C)ccn12 | -1 | -11 | -18 | -2 | . | 1.1 | 16 | -13 | . | -13 | 2 |
| c1ccc(-c2cc(N3CCOCC3)nc3ccccc23)cc1 | . | 0 | -14 | -19 | 5 | -0.5 | 0 | -6 | 104 | -9 | 19 |
| Cc1ccc(NC(=O)CCC(=O)NNC(=O)COc2ccccc2)c(C)c1 | . | -4 | 3 | -11 | 9 | 2.2 | 10 | -12 | 96 | 7 | 11 |
| Cc1ncoc1C(=O)N1CCCC(C(=O)Nc2cccc(-c3ccc(F)cc3)c2)C1 (configuration not stated) | -3 | 0 | 3 | -55 | -5 | 2.5 | 46 | -12 | 103 | -6 | 55 |
| COc1ccc([N+](=O)[O-])cc1COc1cc(C)cc2oc(=O)cc(-c3ccccc3)c12 | 0 | 8 | 7 | -18 | -37 | 0.5 | -3 | 0 | . | -3 | 18 |
| Cc1cc(C(=O)COC(=O)c2ccc(Cl)c(S(N)(=O)=O)c2)c(C)n1C1CC1 | 7 | 1 | 2 | -75 | 97* | 0.9 | -10 | -8 | 100 | 1 | 75* |
| CC1(C)c2ssc(=S)c2-c2ccccc2N1C(=O)CSC1=NCCS1 | -6 | 1 | 4 | -21 | 4 | 1.1 | 23 | -2 | . | i | 21 |
| CCC/C=C1/CCCOC(C(=O)NCCN2CCOCC2)(C(F)(F)F)C1 (configuration not stated) | . | -4 | -11 | 7 | 6 | -1.7 | 2 | -4 | 104 | -6 | -7 |
| COc1ccc(C(CC(=O)NC(C)(C)C)n2cccc2)cc1 (configuration not stated) | 4 | -9 | -16 | 7 | 6 | -0.3 | 5 | -6 | 113 | 22 | -7 |
| Cc1ccc(C)c(NC(=O)Cc2coc3cc4c(cc23)CCC4)c1 | 25 | -10 | -7 | 1 | 3 | 1.1 | 34 | -3 | 132 | -4 | -1 |
| CC1=NCCN1CCNC(=O)Nc1cc(C)cc(C)c1 | -4 | . | . | -7 | . | 1.3 | 4 | -6 | 95 | -7 | 7 |
| CC1CCN(c2nc(NCc3ccco3)nc(N)c2[N+](=O)[O-])CC1 | 10 | 3 | -16 | -12 | -5 | -0.2 | 31 | -10 | 99 | 29 | 12 |
| CC(C)(C)c1ccc(C(=O)N2CCNCC2)cc1 | -3 | 0 | 0 | 25 | -1 | 1.0 | 30 | -1 | 96 | -7 | -25 |
| O=C(COC(=O)c1ccccc1OCc1ccc(F)cc1)NCC1CCCO1 (configuration not stated) | 5 | -2 | -9 | -48 | -2 | -0.3 | 7 | -3 | 100 | 8 | 48 |
| NC(=O)C1CCN(c2nc3c(S(=O)(=O)c4ccccc4)nnn3c3ccccc23)CC1 | -3 | 3 | -3 | 7 | -1 | -1.6 | 2 | -20 | . | 6 | -7 |
| CC1(C(=O)NCc2ccc(Cl)c(Cl)c2)Oc2ccccc2NC1=O (configuration not stated) | -4 | -6 | 1 | -7 | -2 | 0.2 | 44 | -3 | . | -22 | 7 |
| CCOc1ccc(N2CC(C(=O)Nc3nnc(Cc4ccc(OC)cc4)s3)CC2=O)cc1 (configuration not stated) | 7 | -8 | -3 | . | 7 | -0.5 | 32 | -6 | 98 | 0 | . |
| Clc1ccccc1CSc1cc2c(nn1)-c1ccccc1CC2 | -5 | -3 | -4 | -15 | 58 | -0.1 | -4 | -3 | 97 | 7 | 15 |

Source: PubChem
